F508del corr – F508del CFTR correction, initial screen, CFBE line, single point; activity (quench increase), % at 7.58 µM; hit rate 0.36% among 350,000; CFBE cells, YFP halide quenching; stimulated with forskolin plus potentiator P3; % fluorescence drop versus neutral controls;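 active means mean added fluorescence quench of at least 8% versus neutral control, with both replicates also reaching 8%; inconclusive means only one of the mean or replicate conditions met; inactive means mean below 8% and not both replicates reaching 8%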;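 further: cells transiently co-express mutant CFTR-F508del with the halide-sensitive YFP; corrector assay measuring rescue of mutant channel to the surface after 24 h compound exposure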
FN deposit inh – inhibitors of fibronectin matrix deposition, primary screen, AH1F cells, Alexa488-fibronectin fluorescence, plate reader; inhibition, % at 12.6 µM; AID 743247, 2014; hit rate 0.086% among 350,000; AH1F fibroblasts, overnight;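 active means mean inhibition across replicates of 30% or more, regardless of how many single replicates reach that level; inconclusive means mean under 30% yet at least half of replicates reach 30%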;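 further: positive control wells lacked labelled fibronectin entirely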
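Test system: AH1F fibroblast monolayer depositing Alexa488-labelled fibronectin into matrix. Input: 10000 cells per well. Technique: fluorescence, ex 485 nm, em 525 nm. Buffer or medium: DMEM plus 2% serum, read in PBS. Timing: 1 h cell adhesion before compound, then overnight fibronectin incubation. Compound: single dose, pinned. Read-out basis: inhibition from reduced deposited-fibronectin fluorescence.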
miR122 inh – miR-122 Renilla sensor signal increase in Huh7, primary screen, miR-122 inhibitor project, cell-based, single point, plate reader; Huh7 miR-122 Renilla luciferase sensor, 48 h; neutral wells = 0, positive control = 100; activation (reporter increase), % at 12.5 µM; hit rate 0.3% among 340,000;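 active means mean replicate activation score at least 90 and every replicate individually at or above 90; inconclusive means only one of the two criteria met; inactive means neither criterion met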;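 further: higher luciferase means less miR-122 activity so hits act as miR-122 inhibitors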
PAX8 reporter – inhibitors of PAX8-driven TPO luciferase reporter, primary screen, RMG-I cells, single concentration; inhibition, % at 12.6 µM; SteadyGlo, 24 h; hit rate 1.2% among 360,000;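 active means mean replicate inhibition at least 60% with every replicate also reaching 60%; inconclusive means only one of the two criteria is met; inactive means mean below 60% and not all replicates reaching 60%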;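 further: luciferase light reporting Pax8 driven TPO promoter activity; plate controls were median of neutral control wells for no effect and mitoxantrone controls for full effect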
EWS-Fli inh – EWS/Fli-driven NR0B1 reporter inhibitors, primary screen, A673 cells, NR0B1 luciferase, luminescence, MLPCN library; viability-normalised; inhibition, % at 12.6 µM; hit rate 0.67% among 350,000;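 active means mean inhibition of at least 50% after viability correction, with every replicate also passing that limit; inconclusive means mean reaches 50% but only one of two replicates passes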;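 further: firefly luciferase signal divided by Alamar Blue viability fluorescence both relative to DMSO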
DENV2 CPE – inhibitors of DENV2 cytopathic effect, primary screen, cell-based, plate reader, single concentration; DENV2-infected cells, cytopathic effect rescue; CPE inhibition, % at 9.99 µM; hit rate 1.7% among 350,000; AID 651640, 2012; in the data active means CPE inhibition above about 20%, passing the limit was not always enough; inconclusive means no clear call, values can overlap the other calls; tested in BHK-21 cells;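 further: 0% = median of neutral control wells and 100% = median of positive control wells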
GSIS activator – GLuc luminescence reporter in INS-1E cells, primary screen for activators of glucose-dependent secretion of insulin; INS-1E GLuc reporter insulin secretion, 2-3 h; activation, % at 16.6 µM; hit rate 0.61% among 370,000; AID 743287, 2014;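 active means lowest replicate activation of at least 40%, so every replicate reaches that level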;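 further: 0% = median of neutral control wells and 100% = median of IBMX positive control wells; some compounds called inactive have numbers as strong as hits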
* hit, by the source's call; u = inconclusive; x = not tested or not shown; & = joins results of further samples; ! = repeats disagree; [ ] = another dose, or the depositor's remark.

The line under a structure holds: F508del corr | FN deposit inh | miR122 inh | PAX8 reporter | EWS-Fli inh | DENV2 CPE | GSIS activator
CCOc1ccc(NC(=O)CSc2nnc(C)n2CC)cc1
→ -2.3 | 0.7 | -1.0 | 11.1 | -1.4 | -3.0 | x
CCC(=O)Nc1ccc2c(c1)C(=O)N(C)C[C@@H](OC)[C@@H](C)CN(CC1CCCCC1)[C@@H](C)CO2
→ 0.9 | -0.7 | 0.0[16.7 µM] | x | 3.6 | -2.3 | 7.6
Cc1noc(C)c1NC(=O)Nc1ccc2c(c1)CC(=O)N([C@@H](C)CO)C[C@@H](C)[C@@H](CN(C)Cc1ccccc1)O2
→ 0.3 | x | -3.5[16.7 µM] | -0.4 | 4.2 | 10.8 | 2.6
C=CCn1c(=NC(=O)CN2C(=O)CCC2=O)sc2cccc(OC)c21
→ 2.1 | -3.3 | -5.2 | 4.6 | -11.8 | u | -4.2
COc1ccccc1OCCNS(=O)(=O)c1ccc2oc3ccccc3c2c1
→ x | x | x | 26.3 | -4.1 | x | -6.3
CCCN(C)C[C@H]1Oc2cc(-c3cccc(C#N)c3)ccc2S(=O)(=O)N([C@@H](C)CO)C[C@H]1C
→ 1.1 | -7.3 | -6.8[16.7 µM] | x | 3.0 | 6.2 | 4.8
COc1ccc(NC(=S)N2CCc3ccccc3C2)cc1OC
→ 0.5 | -24.0 | 45.8 | -8.2 | -10.5 | -0.9 | -4.5
Cc1ccc(S(=O)(=O)N(C)C[C@H]2Oc3ccc(NC(=O)Nc4c(C)noc4C)cc3CC(=O)N([C@H](C)CO)C[C@H]2C)cc1
→ -3.8 | x | -0.3[16.7 µM] | 12.7 | -1.6 | 1.9 | 6.9
COc1ccc(Cl)cc1NC(=S)Nc1cccnc1
→ -0.5 | x | 4.2 | -0.1 | 2.1 | -1.7 | -7.7
C/C(=C\c1ccccc1F)C(=O)c1c(C)cc(C)[nH]c1=O
→ -0.4 | -3.6 | -1.2 | -24.0 | 11.8 | 3.8 | -0.2
COC(=O)COc1cccc(/C=N/NC(=O)CCSc2ccccc2)c1
→ 1.2 | 3.2 | x | -13.2 | 1.7 | 6.8 | -12.0
COc1ccc2[nH]c(=O)c(CN(C(C)=O)c3cc(C)ccc3C)cc2c1
→ 4.5 | -11.6 | -3.2 | 10.4 | -1.6 | u | 34.4
O=C(O)c1nccnc1C(=O)NCCc1c[nH]c2ccccc12
→ 1.9 | -0.2 | -8.0 | 8.2 | 18.0 | 5.7 | 17.4
Cn1cnc(S(=O)(=O)N[C@H]2C=C[C@H](CC(=O)Nc3ccccc3)O[C@H]2CO)c1
→ 1.9 | x | x | x | 0.0 | -0.6 | -3.8
COc1ccc(CNC(=O)CNS(=O)(=O)c2cccs2)cc1
→ -1.4 | 5.2 | -3.3 | 4.8 | 4.2 | -3.4 | -1.2
CSc1nc2ccccc2nc1N(C)S(=O)(=O)c1ccc(C)cc1
→ 1.6 | -7.5 | 0.3 | 5.3 | 3.7 | 3.2 | 21.2
C[C@H](CO)N1C[C@H](C)[C@@H](CN(C)C(=O)Nc2ccnc(N3CCOCC3)c2)OCc2cnnn2CCCC1=O
→ 0.3&-0.8&-1.1 | 3.0&0.1 | -3.9 | 90.8*! | 7.3&-3.3&4.3 | 3.2&3.3&-2.3 | 2.7&6.1
CNC[C@@H]1OCCCC[C@H](C)Oc2ccc(NC(=O)Nc3ccc(C(F)(F)F)cc3)cc2C(=O)N([C@@H](C)CO)C[C@@H]1C
→ -1.6 | x | -3.8[16.7 µM] | 15.0 | 7.3 | -7.3 | -4.2
Fc1ccccc1OCCSc1ncnc2nc[nH]c12
→ 2.0 | -10.9 | 1.1 | -30.5 | -2.7 | -3.3 | -3.6
COc1cccc2cc(C(=O)c3ccc([N+](=O)[O-])cc3)oc12
→ -1.3 | 6.9 | x | -30.4 | -102.4 | 6.1 | 10.1
O=C(Nc1ccc2[nH]ncc2c1)c1ccccc1Br
→ 0.5 | 8.2 | 2.4 | -182.0 | -69.2 | u | -8.5
CCC1Oc2ccccc2N(CC(=O)N2CCCC2)C1=O (stereo not drawn)
→ 4.7 | 16.6 | 2.2 | -15.6 | 5.0 | -2.2 | 14.8
CN(C)CCCNC(=O)C[C@@H]1C=C[C@@H](NS(=O)(=O)c2ccccc2)[C@@H](CO)O1
→ 0.6 | x | -15.0[16.7 µM] | -13.9 | 3.0 | 2.9 | 3.1
O=c1cc(Cn2ccnc2)c2cc(O)ccc2o1
→ 1.4 | 2.5 | 2.0 | -11.9 | 2.0 | 3.9 | 0.4
CO[C@@H]1CN(C)C(=O)c2cc(NC(=O)NC3CCCCC3)ccc2OC[C@@H](C)N(C(C)=O)C[C@@H]1C
→ -0.4 | -19.9 | -4.9[16.7 µM] | x | 2.8 | 3.9 | 7.3
C=CCn1c(-c2ccc(F)cc2)n[nH]c1=S
→ -3.1 | -13.0 | x | 13.8 | 9.8 | 1.3 | -6.7
COc1ccc(C(=O)C2CCN(C(=O)c3ccc(OC)cc3)CC2)cc1
→ -1.4 | -7.5 | -6.4 | 0.4 | 9.2 | 1.2 | -9.1
C[C@H](CO)N1C[C@H](C)[C@@H](CN(C)Cc2ccccc2C(=O)O)OCc2cnnn2CCCC1=O
→ 0.1&1.7 | -4.7&1.8 | -5.9 | -16.3&-12.4 | 4.2&-0.1 | -2.0&-8.7 | -4.9&1.8
O=C(Nc1ccc(S(=O)(=O)NC2=NCCCCC2)cc1)c1ccccc1Cl
→ 4.4 | 0.9 | -1.8 | -31.1 | 3.8 | 11.6 | 3.4
COc1ccc(NC(=O)CN(C)CCOc2ccc(Cl)cc2)cc1OC
→ 3.7 | 6.2 | 9.2 | 10.3 | 2.5 | 47.2* | -1.7

Next section.
The line under a structure holds: F508del corr | FN deposit inh | miR122 inh | PAX8 reporter | EWS-Fli inh | DENV2 CPE | GSIS activator
Cc1cc(N)n(-c2ccc(Oc3ccccc3)c(S(=O)(=O)O)c2)n1
→ 0.3 | 1.0 | 1.3 | 3.2 | -14.1 | -4.8 | 0.2
CCOc1ccc(CCNC(=O)CCc2nnc3ccc(N4CCCC4)nn23)cc1OCC
→ 4.2 | -10.4 | 5.4 | 9.9 | -2.1 | -1.9 | 4.7
Cn1cccc1CC(=O)N/N=C/C=C/c1ccco1
→ x | -0.4 | x | -2.6 | 14.4 | 2.0 | -1.1
C[C@@H]1CN([C@H](C)CO)C(=O)c2cccc(NC(=O)NC3CCCCC3)c2O[C@@H]1CN(C)Cc1ccc(Oc2ccccc2)cc1
→ 3.2 | 3.7 | 13.3[16.7 µM] | x | -1.4 | -1.7 | -17.4
NS(=O)(=O)c1ccc(NC(=O)COC(=O)c2ncc(Cl)c(Cl)c2Cl)cc1
→ x | 5.8 | 20.8 | -1.6 | 1.2 | 3.1 | x
COC(=O)C1=C(C)N(C)C(=O)NC1c1ccc(O)c(Cl)c1 (stereo not drawn)
→ 1.7 | 2.6 | 0.6 | 20.8 | 7.7 | -0.4 | 7.8
Cc1noc(C)c1S(=O)(=O)Nc1ccc2c(c1)C(=O)N([C@@H](C)CO)C[C@H](C)[C@@H](CN(C)C(=O)Nc1cccc3ccccc13)OCCCC[C@H](C)O2
→ -0.8 | -3.5 | -18.8[16.7 µM] | 28.4 | 8.7 | 6.9 | 3.3
CCOc1ccc(CNC(=O)c2ccc(Sc3ccc(Cl)cc3)c(NC(C)=O)c2)cc1
→ x | -5.6 | x | 6.5 | x | x | -41.9
COc1cccc(CNS(=O)(=O)c2ccc3c(c2)CC(C)N3C(=O)C2CC2)c1 (stereo not drawn)
→ -2.1 | 6.2 | -0.2 | 10.1 | x | u | -4.5
C=CCn1cccc(C(=O)Nc2ccc(F)cc2)c1=O
→ 0.3 | 2.8 | -0.6 | -114.0 | -83.1 | 0.7 | 22.4
CC(C)(C)c1cc(C(=O)Nc2ccc(F)cc2)n(Cc2ccc(F)cc2)n1
→ -1.8 | -1.3 | -0.3 | 6.6 | 15.2 | u | x
COc1ccc(NC(=O)Nc2ccc3c(c2)C(=O)N([C@@H](C)CO)C[C@@H](C)[C@@H](CN(C)Cc2ccccc2)OCCCC[C@H](C)O3)cc1
→ 0.6 | -10.6 | 3.5[16.7 µM] | 16.3 | 3.3 | 42.3* | -11.8
CCN(c1ccccc1)S(=O)(=O)c1ccc(C(=O)NNC(=O)c2ccccc2F)cc1
→ -2.2 | -7.0 | -1.6 | 3.2 | -3.4 | -3.5 | -5.1
CCOC(=O)C1=C(COC(=O)CCNS(=O)(=O)c2ccc(C)c(C)c2)NC(=O)NC1C (stereo not drawn)
→ 0.4 | -3.8 | 6.5 | 9.5 | 0.6 | 2.1 | 3.0
Cc1ccc2[nH]c(O)c(N=NC(=O)c3ccc(NS(=O)(=O)c4cccs4)cc3)c2c1
→ -2.0 | 2.0 | -0.5 | -33.7 | 6.8 | 3.2 | 11.4
COC(=O)c1ccc(COC(=O)C23CC4CC(CC(O)(C4)C2)C3)o1
→ x | -3.2 | -14.6 | -18.9 | x | x | x
Cc1ccccc1CN1CCN(C(=O)c2cccc3ccccc23)CC1
→ -2.0 | -0.3 | 5.9 | 12.0 | 16.7 | -7.4 | -15.7
O=C(O)C1CCN(C(=O)c2scc3c2OCCO3)CC1
→ x | -4.9 | -3.2 | 4.7 | x | x | x
O=C(N/N=C/c1ccc(-c2cccc([N+](=O)[O-])c2)o1)c1cccs1
→ 1.8 | -24.9 | x | 20.7 | -15.0 | 3.6 | 24.2
CCCCN(CC)CCNC(=O)c1ccc2c(Cl)c3c(nc2c1)CCC3
→ 0.7 | -3.1 | -9.0 | -8.7 | -4.0 | 4.6 | x
C[C@@H]1CCCCO[C@@H](CN(C)C(=O)CCCN(C)C)[C@@H](C)CN([C@H](C)CO)C(=O)c2cc(NS(=O)(=O)c3ccc(Cl)cc3)ccc2O1
→ -0.6 | -2.7 | 11.8[16.7 µM] | -34.2 | -10.0 | 1.9 | 17.6
COc1ccc(NC(=O)O/N=C/c2ccccc2)cc1
→ 2.5 | 0.7 | -2.0 | -99.8 | -65.2 | -5.6 | 1.9
COc1ccc(S(=O)(=O)N(C)C[C@H]2Oc3ccc(NS(=O)(=O)c4cn(C)cn4)cc3CC(=O)N([C@@H](C)CO)C[C@@H]2C)cc1
→ -2.3 | x | -5.0[16.7 µM] | -3.4 | -8.5 | 1.2 | 16.7
O=C(NCC[C@H]1CC[C@@H](NC(=O)C2CCCC2)[C@@H](CO)O1)c1cnccn1
→ 0.7 | 7.9 | -10.3[16.7 µM] | 7.0 | 10.2 | -9.9 | 1.7
Cc1ccc(CSCC(=O)N(C)CC(=O)Nc2ccc(Cl)c(Cl)c2)cc1
→ -3.7 | -3.7 | 12.7 | 8.3 | 2.1 | -5.6 | -45.8
CC=Cc1ccc2n(c1=O)C[C@H]1[C@H](CO)[C@@H](C(=O)NC3CCCCC3)N(CCC)[C@@H]21 (mixture of isomers)
→ 3.0 | 11.8 | 7.5[16.7 µM] | 4.5 | -1.8 | x | 9.4
O=C(CNC(=O)c1ccc(Br)o1)Nc1cccc(S(=O)(=O)N2CCOCC2)c1
→ 0.2 | -3.0 | 5.9 | 14.4 | 15.0 | -4.8 | -2.4
CC(C)(C)c1ccc(/C=C/C(=O)O)s1
→ 1.1 | 18.9 | 0.6 | -2.1 | 4.7 | 8.1 | 16.2
O=C(CCCNS(=O)(=O)c1ccc(Cl)c(Cl)c1)NCCc1ccccn1
→ 0.6 | 10.2 | 1.4 | 6.4 | -2.1 | 1.2 | -8.0

Bioassay records deposited in PubChem by Broad Institute.

Rows were taken by chance; about 3.9% have a hit in one of these screens.
